SKKanGAS inh: SKKanGAS growth inhibition | S. pyogenes SKKanGAS, kanamycin growth, BacTiter-Glo, 6 h | inhibition, % at 7.5 µM | AID 1662 | 300,000 tested, 1.3% active;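 active = mean replicate score, as percent of positive control median, at least 50; inconclusive = mean below 50 but one replicate at or above 50; inactive = mean and every replicate below 50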;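 note: strain carries kanamycin resistance gene driven by streptokinase promoter and grows in 40 µg/ml kanamycin; loss of luminescence reflects streptokinase promoter inhibition or plain growth inhibition; 0% = median of DMSO wells and 100% = positive control at its reference dose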
TRPC4 potent: allosteric potentiators of mouse TRPC4 channel. B-score at 10 µM. 310,000 tested, 0.42% active. Q9QUQ5. AID 2227. HEK293 TRPC4beta/mu-opioid, DAMGO EC20, Fluo-4 Ca2+ flux; active compounds read high;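 active = B-score of calcium response area above 5 SD of library B-scores, with initial fluorescence ratio within 5 SD of library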;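 note: B-score of integrated fluorescence ratio over time as area under calcium response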
MrgX1 ag: agonists of human MrgX1 receptor. B-score at 10 µM. MrgX1-HEK293 cells, Fluo-4 calcium fluorescence, agonist mode; active compounds read high. 310,000 tested, 0.44% active. Q96LB2. AID 588627;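 active = calcium response B-score plate-corrected fluorescence ratio at least 3 library SD, with starting fluorescence B-score inside 5 SD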
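times = overnight plating, then 30 min 37 °C plus 30 min room-temperature dye loading | assay system = stable human MrgX1 HEK293 cell line | input = fifteen thousand cells per well | signal = kinetic calcium dye fluorescence, Fluo-4 NW | dosing = compound delivered in addition one of three | read-out = B-scored fluorescence response ratio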
TRPC6 activator: activators of mouse TRPC6 channel. Q61143. HEK293-TRPC6 membrane potential dye fluorescence; active compounds read high. B-score at 10 µM. 310,000 tested, 0.13% active;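 active = B-score of the integrated fluorescence ratio above library mean plus 3 SD, and starting fluorescence ratio within library mean plus 5 SD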;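 note: higher score means more depolarization so channel activation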
TRPC6 inh: mouse TRPC6 channel inhibition; Q61143; HEK293-TRPC6, membrane potential dye, ACh-evoked depolarization; active compounds read low; B-score at 10 µM; 310,000 tested, 1.1% active; AID 2553;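 active = B-score under library mean minus 3 SD, initial fluorescence not abnormally high, positive integrated signal ratio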;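 note: B-score derived from integrated fluorescence ratio over the kinetic read; more negative B-score means stronger inhibition of depolarization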
MrgX1 PAM: allosterically activates human MrgX1 receptor signaling; 310,000 tested, 0.63% active; Q96LB2; MrgX1-HEK293, Fluo-4 calcium flux, FDSS; active compounds read high; B-score at 10 µM;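 active = plate-corrected calcium response at least 3 library SD above typical, normal starting fluorescence, not activating the receptor alone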;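 note: compound read alongside a low EC10 to EC30 dose of BAM8-22 agonist; peak minus trough fluorescence over baseline measured at the second addition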
ANO1 activ: activates or potentiates the mouse TMEM16A chloride channel | AID 623877 | 340,000 tested, 0.3% active | B-score at 10 µM | HEK293 TMEM16A/YFP-H148Q/I152L, iodide quench fluorescence; active compounds read low | Q8BHY3;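 active = fluorescence-ratio B-score plate-corrected deviation score at least 3 library SD below zero, with starting fluorescence score within 5 deviations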;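 note: channel opened by trigger with iodide after compound preincubation; score built on the fluorescence ratio of max minus min over baseline; more negative score means more quench and so TMEM16A activation or potentiation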
Target sequence (Q8BHY3 whole entry, looked up): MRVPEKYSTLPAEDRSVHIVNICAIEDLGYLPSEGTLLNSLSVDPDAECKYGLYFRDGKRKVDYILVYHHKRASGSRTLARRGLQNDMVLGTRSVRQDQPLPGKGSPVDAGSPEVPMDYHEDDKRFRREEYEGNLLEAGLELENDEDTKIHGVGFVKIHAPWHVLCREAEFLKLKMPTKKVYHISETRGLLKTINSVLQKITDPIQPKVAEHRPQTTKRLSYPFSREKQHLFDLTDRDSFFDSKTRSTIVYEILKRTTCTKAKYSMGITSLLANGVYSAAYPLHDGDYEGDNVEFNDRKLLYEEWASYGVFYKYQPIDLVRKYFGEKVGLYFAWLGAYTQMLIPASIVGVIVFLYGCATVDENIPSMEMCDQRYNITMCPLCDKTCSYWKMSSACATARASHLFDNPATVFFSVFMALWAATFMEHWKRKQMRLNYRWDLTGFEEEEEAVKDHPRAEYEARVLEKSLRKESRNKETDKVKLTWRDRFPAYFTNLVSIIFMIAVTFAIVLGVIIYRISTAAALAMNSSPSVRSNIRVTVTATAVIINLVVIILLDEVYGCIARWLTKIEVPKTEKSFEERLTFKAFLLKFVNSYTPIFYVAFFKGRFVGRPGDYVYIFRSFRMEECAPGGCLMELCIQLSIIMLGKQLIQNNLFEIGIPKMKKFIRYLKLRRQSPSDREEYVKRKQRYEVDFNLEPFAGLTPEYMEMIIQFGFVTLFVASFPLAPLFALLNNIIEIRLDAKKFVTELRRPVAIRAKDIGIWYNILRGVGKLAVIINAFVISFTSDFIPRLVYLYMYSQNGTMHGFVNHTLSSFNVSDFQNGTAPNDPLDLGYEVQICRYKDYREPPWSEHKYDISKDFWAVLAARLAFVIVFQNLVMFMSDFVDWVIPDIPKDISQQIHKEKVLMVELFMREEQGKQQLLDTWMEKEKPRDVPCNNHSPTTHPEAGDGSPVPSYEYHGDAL
TMEM16A inh: inhibitors of mouse TMEM16A calcium-activated chloride channel; Q8BHY3; HEK293 TMEM16A/YFP iodide influx fluorescence, ionomycin; normalized B-score (activity score, 25-100; higher = stronger inhibition) at 10 µM; 310,000 tested, 1.2% active; AID 588511;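 active = ratio plate-corrected score three or more library SD toward inhibition, starting fluorescence score within five deviations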;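 note: score derived from kinetic fluorescence span divided by baseline fluorescence per well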
TRPC4 block: blocks the mouse TRPC4 cation channel; HEK293 TRPC4beta/mu-opioid, DAMGO-evoked Fluo4 calcium flux; active compounds read low; B-score at 10 µM; 300,000 tested, 0.39% active;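 active = B-score over 3 SD under the library average, no early fluorescence shift, positive overall ratio signal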
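System: stable TRPC4beta/mu-opioid receptor HEK293 cells; Dosing: single-point compound dosing; Measured by: Fluo4 Ca2+ flux fluorescence; Read-out basis: per-well B score of integrated baseline-normalized Fluo4 ratio.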
MrgX1 antagonist: blocks BAM8-22 activation of human MrgX1 receptor | Q96LB2 | MRGX1-HEK293 calcium flux, Fluo-4, BAM8-22 antagonism; active compounds read low | B-score at 10 µM | AID 588676 | 310,000 tested, 1.3% active;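 active = calcium-response B-score plate-corrected more than 3 library SD below zero, starting fluorescence within 5 deviations, no agonist response on first addition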;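 note: peak minus trough fluorescence over baseline after final BAM8-22 challenge near maximal dose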
TRPC4 act: TRPC4 (mouse) channel activation. Q9QUQ5. HEK293 TRPC4beta/mu-opioid, Fluo4 calcium fluorescence; active compounds read high. 310,000 tested, 0.49% active. B-score at 10 µM;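 active = B-score above 5 SD of library B-scores, and initial fluorescence ratio not above library mean plus 5 SD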;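 note: positive B-score marks a calcium rise read as TRPC4 activation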
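Test system: HEK293 cells stably co-expressing mouse TRPC4beta and mu-opioid receptor | Schedule: Fluo4 dye loading 45 min at room temperature, 110 s recording | Measured by: Kinetic Fluo4 calcium fluorescence, 5 s baseline at 1 Hz | Evaluation: B score of integrated ratio | Controls: Buffer (low) and maximal DAMGO (high)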
* = called active by the depositor; i = inactive; ? = inconclusive; / = not tested or not shown.

SMILES	SKKanGAS inh	TRPC4 potent	MrgX1 ag	TRPC6 activator	TRPC6 inh	MrgX1 PAM	ANO1 activ	TMEM16A inh	TRPC4 block	MrgX1 antagonist	TRPC4 act
CC1CCN(c2oc(-c3ccccc3F)nc2C#N)CC1	-1.8	i	i	i	i	i	i	i	i	i	i
CCC(C)NC(=O)CN(c1ccc(Cl)c(Cl)c1)S(C)(=O)=O (centres undefined)	-5.6	i	i	i	i	i	i	i	i	i	i
CC(=O)Nc1ccc(NC(=O)CSc2nc3ccccc3o2)cc1	6.7	i	i	i	i	i	i	i	i	i	i
CCOC(=O)C1=C(CC)OC(N)=C(C#N)C1c1cc(OC)ccc1OC (centres undefined)	-4.2	i	i	i	i	i	i	i	i	i	i
O=C(Cn1cc(Cl)ccc1=O)c1ccc(Cl)cc1	-3.4	i	i	i	i	i	i	i	i	i	i
CN1CCN(NC(=O)Nc2cc(Cl)cc(Cl)c2)CC1	88.3*	26*	i	i	i	i	i	i	i	i	i
Cc1ccc([N+](=O)[O-])cc1NC(=O)Nc1onc(C)c1C	4.2	i	i	i	i	i	i	i	i	i	i
COc1ccc(-c2cc(C(F)F)n3ncc(C(=O)n4ccnc4C)c3n2)cc1	9.9	i	i	i	i	i	i	i	i	i	i
CCOC(=O)CC(NS(=O)(=O)Cc1ccccc1)c1ccc(C)cc1 (centres undefined)	-3.6	i	i	i	i	i	i	i	i	i	i
COc1ccc(C)cc1NC(=S)Nc1ccccc1SC	1.7	i	i	i	i	i	i	i	i	i	i
CN(C)S(=O)(=O)c1cccc(C(=O)OCC(=O)Nc2sccc2C#N)c1	0.7	i	i	i	i	i	i	i	i	i	i
CCc1ccc(C2=CC(c3cc(Br)ccc3F)n3ncnc3N2)cc1 (centres undefined)	/	/	i	/	/	11*	i	i	/	i	/
CCCCC1(CC(=O)OC)C(=O)N(c2ccccc2)N(c2ccccc2)C1=O	4.5	i	i	i	i	i	i	i	i	i	i
Cc1ccc(C(=O)NCC(=O)OCC(=O)NC2CCCC(C)C2C)s1 (centres undefined)	-2.5	i	i	i	i	i	i	i	i	i	i
NS(=O)(=O)c1cccc(NC(=O)CSc2ncnc3ccccc23)c1	-11.0	i	i	i	i	i	i	i	i	i	i
Cc1cc(Cl)c(S(=O)(=O)N2CCN(c3ccccn3)CC2)cc1OCC(N)=O	-2.7	i	i	i	i	i	i	i	i	i	i
Cc1ccccc1OCC(=O)N(Cc1cccs1)C1CCS(=O)(=O)C1 (centres undefined)	1.8	i	i	i	i	i	i	i	i	i	i
CCC1CCCCN1C(=O)CSc1nc2ccsc2c(=O)n1Cc1ccccc1 (centres undefined)	6.4	i	i	i	i	i	i	i	i	i	i
CN(C)CCCNc1ccc(-c2n[nH]c(=O)c3ccccc23)cc1[N+](=O)[O-]	0.4	i	i	i	i	i	i	i	i	i	i
CCCCCCN(C(=O)CCCCCN1C(=O)NC(c2ccc(-c3ccccc3)cc2)C(C(=O)OCc2ccccc2)=C1C)C(C(=O)NCCCC)c1ccc(-c2ccccc2)cc1 (centres undefined)	1.7	i	/	i	i	/	/	/	i	/	i
O=[N+]([O-])c1nn(-c2ccc3c(c2)OCCO3)n(O)c1=NCCCO	25.6	i	i	i	i	i	i	i	i	i	i
CCOC(=O)Cc1csc(NC(=O)CSC2=NCCS2)n1	/	i	i	i	i	i	i	i	i	i	i
COC(=O)Cc1ccc(NC(=S)N2CCC(Cc3ccccc3)CC2)cc1	-4.2	i	i	i	i	i	i	i	i	i	i
CCOC(=O)CSc1nnc(-c2ccc(OC)cc2OC)o1	-0.2	i	i	i	i	i	i	i	i	i	i
O=C1CC2(CCN(C(=O)c3ccccc3Br)CC2)Oc2ccccc21	-7.4	i	i	i	i	i	i	i	i	i	i

Next section:
SMILES	SKKanGAS inh	TRPC4 potent	MrgX1 ag	TRPC6 activator	TRPC6 inh	MrgX1 PAM	ANO1 activ	TMEM16A inh	TRPC4 block	MrgX1 antagonist	TRPC4 act
COc1ccc(CCn2c(-c3ccco3)nc3ccccc3c2=O)cc1OC	-10.4	i	i	i	i	i	i	i	i	i	i
Cc1cnc(C(=O)OCC(=O)c2cc(C)n(C)c2C)cn1	-12.9	i	i	i	i	i	i	i	i	i	i
COC(CNC(=O)C(=O)NCC1OCCN1C(=O)c1ccc(Cl)cc1)OC (centres undefined)	-1.7	i	i	i	i	i	i	i	i	i	i
O=C(Nc1ccc(F)cc1)c1c(Cl)nc2ccccn12	4.6	i	i	i	i	i	i	i	i	i	i
CC(C)(C)OC(=O)NCCCC[C@@H](C(=O)NCCCCCCCCCCC(=O)N1CCN(C(=O)OC(C)(C)C)CC1)n1cc(CCO)nn1	3.3	/	i	/	/	i	i	i	/	i	/
COc1cccc(C(=O)NCc2nnc(SCC(=O)Nc3nccs3)n2-c2cccc(C)c2)c1	-1.2	i	i	i	i	i	i	i	/	i	i
O=C(Cn1ncc2c([nH]c3ccccc32)c1=O)Nc1ccc(CN2CCCCC2)cc1	-2.5	i	i	i	i	i	i	i	i	i	i
CCCC(=O)Nc1cc(=O)n(C)c(=O)n1C	-3.4	i	i	i	i	i	i	i	i	i	i
CCOC(=O)c1ccc(NC(=S)NCCCn2ccnc2)cc1	5.5	i	i	i	i	i	i	i	i	i	i
O=C(c1ccc(F)cc1)C(CN1CCOCC1)c1ccccc1 (centres undefined)	-4.6	i	i	i	i	i	i	i	i	i	i
CCCCn1c(-c2ccco2)nc2oc3ccccc3c(=O)c2c1=O	50.3*	i	i	i	i	i	i	i	i	i	i
Cn1cccc1Cc1nnc(SCC(=O)Nc2nccs2)n1CCc1ccccc1	-6.1	i	i	i	i	i	i	i	i	i	i
COc1ccc(CSc2nnnn2-c2ccc(O)cc2)cc1F	-3.7	i	i	i	i	i	i	i	i	i	i
Cc1cc(C)n2nc(C(=O)Nc3cccc(S(=O)(=O)N4CCCC4)c3)nc2n1	-1.6	i	i	i	i	i	i	i	i	i	i
COc1ccc(COc2cccc3ccc(C)nc23)cc1F	0.0	i	i	i	i	i	i	i	i	i	i
Nn1c(Nc2ccc(Cl)cc2)nncc1=O	-0.8	i	i	i	i	i	i	i	i	i	i
CCn1c(=S)sc2c(=O)n(CC(=O)Nc3ccc(Cl)cc3)c(C)nc21	13.5	i	i	i	i	i	i	i	i	i	i
COc1ccc(N2CCN(c3oc(COc4ccc(Cl)cc4)nc3C#N)CC2)cc1	-3.4	i	i	i	i	i	i	i	i	i	i
O=[N+]([O-])c1cc(C(F)(F)F)ccc1N1CCN(S(=O)(=O)c2ccc3c(c2)CCCC3)CC1	9.3	i	i	i	i	i	i	i	i	i	i
O=C(c1ccc(NS(=O)(=O)c2ccc3[nH]c(=O)[nH]c3c2)cc1)N1CCCCC1	-10.0	i	i	i	i	i	i	i	i	i	i
CCCC1=NN2C(=N)/C(=C\c3ccc(SCc4ccco4)o3)C(=O)N=C2S1	7.9	i	31.5*	i	i	i	i	i	i	i	i
C(=N\Nc1nc(Nc2ccccc2)nc(Nc2ccccc2)n1)/c1cccnc1	?	i	i	i	i	i	i	i	i	i	i
CC1CCC(C(C)C)C(OCC(O)CN2CCCC(C)C2)C1 (centres undefined)	11.9	i	i	i	i	i	i	i	i	i	i
COc1ccc(CN(CC(=O)NCc2ccc(F)cc2)C(=O)c2ccco2)cc1	0.6	i	i	i	i	i	i	i	i	i	i
COc1ccccc1NC(=O)c1cc(S(=O)(=O)N2CCOCC2)ccc1Cl	1.6	i	i	i	i	i	i	i	i	i	i

Following part.
SMILES	SKKanGAS inh	TRPC4 potent	MrgX1 ag	TRPC6 activator	TRPC6 inh	MrgX1 PAM	ANO1 activ	TMEM16A inh	TRPC4 block	MrgX1 antagonist	TRPC4 act
O=C(CN1CCN(S(=O)(=O)c2ccc(F)cc2)CC1)Nc1ccccc1F	-0.2	i	i	i	i	i	i	i	i	i	i
O=C1NC(=O)N(Cc2ccccc2F)C1=O	7.0	i	i	i	i	i	i	i	i	i	i
Cc1nnsc1C(=O)N/N=C/c1cccc(C(F)(F)F)c1	0.2	i	i	i	i	i	i	i	i	i	i
CN(C)c1ccc(/C=C2\CCC/C(=C\c3ccccc3)C2=O)cc1	2.1	i	i	i	i	i	i	i	i	i	i
CCOC(=O)C(=CN=C(N)Nc1nc2ccccc2o1)C(=O)OCC	-0.2	i	i	i	i	i	i	i	i	i	i
CSc1nc2sc3c(c2c2nnnn12)CCCC3	-5.8	i	i	i	i	i	i	100*	i	i	i
Clc1ccc2c(NCc3ccccc3)ccnc2c1	0.4	i	31.9*	i	-5.49*	i	i	i	i	i	i
CC(C)Nc1nc(SCC(N)=O)nc(N2CCOCC2)n1	-1.0	i	i	i	i	i	i	i	i	i	i
O=C(c1cc(COc2ccc(F)cc2F)on1)N1CC[C@@H]2CCCC[C@H]2C1	16.3	i	i	i	i	i	i	i	i	i	i
O=C(Nc1ccc(S(=O)(=O)O)cc1)c1ccc2c(c1)S(=O)(=O)c1ccccc1C2=O	-2.6	i	i	i	i	i	i	i	i	i	i
COc1cc(NC(=O)C2CCCN(S(=O)(=O)c3cccc4nsnc34)C2)cc(OC)c1 (centres undefined)	6.4	i	i	i	i	i	i	i	i	i	i
CCOC(=O)CSc1nnc(COc2ccc3ccccc3c2)o1	-10.0	i	i	i	i	i	i	i	i	i	i
O=C(c1ccc(Cn2c(=S)[nH]c3ccc(Br)cc3c2=O)cc1)N1CCN(C2CCCCC2)CC1	38.5	i	i	i	i	i	i	i	i	i	i
CSc1ccccc1-c1nnc(-c2ccc(C)cc2)o1	-5.9	i	i	i	i	i	i	25*	i	i	i
CC1CCCN(CCC(=O)Nc2ccc3c(c2)CCC3)C1 (centres undefined)	-2.4	i	i	i	i	i	i	i	i	i	i
CS/C(=C\[N+](=O)[O-])Nc1ccc(F)cc1	-11.0	i	i	i	i	i	i	i	i	i	i
OCC[C@@H]1C[C@@H](O)[C@H](O)[C@@]2(Cc3ccccc3O2)O1	-3.0	i	i	i	i	i	i	i	i	i	i
Cc1cc(N2CCN(Cc3cn(C)nc3-c3cccc(Cl)c3)CC2)cc(C)n1	3.0	i	i	i	i	i	i	i	i	i	i
CCC(C)[C@H](NC(=O)NC1CCN(Cc2ccccc2)CC1)C(=O)OC (some centres undefined)	2.9	i	i	i	i	i	i	i	i	i	i
